Salmonella PhoP GFP: Inhibition of PhoP regulon, Salmonella typhi GFP reporter cells, confirmation, 4 h (AID 1850); Salmonella Typhi PhoP-promoter GFP reporter, fluorescence, 4 h; higher % means a stronger effect; inhibition, % at 50 µM; hits with a dose series show IC50 in µM; 310,000 compounds, 0.33% hits; in the data active = a potency from the dose series; inconclusive = inhibition mostly from about 25% at the one dose, without a potency; inactive = the rest, 99 in 100 with inhibition below about 19%;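 also: 0% = induced wells with vehicle and 100% = uninduced wells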
VEEV TC-83 Vero: inhibitors of VEEV TC-83 cytopathic effect, confirmation, Vero cells (AID 588727); inhibition, % at 20 µM, or IC50 in µM where a hit was titrated; Vero cells, VEEV TC-83 cytopathic effect inhibition; higher % means a stronger effect; 350,000 compounds, 0.13% hits; in the data active = a potency from the dose series; inconclusive = inhibition mostly from about 14% at the one dose, without a potency; inactive = the rest, 99 in 100 with inhibition below about 12%; also: strong numbers were not always called active
influenza NS1A: H1N1 influenza NS1A inhibitors, functional cell based assay (AID 504329). 340,000 compounds, 0.3% hits. NS1A functional cell-based assay, percent inhibition; higher % means a stronger effect. one-dose inhibition, % at 12.5 µM; IC50 in µM for titrated hits; in the data active = a potency from the dose series; inconclusive = inhibition above about 27% without an active follow-up result; also: strong numbers were not always called active
tuberculosis growth: growth inhibition of non-replicating M. tuberculosis (AID 488890). Mycobacterium tuberculosis non-replicating, growth inhibition; higher % means a stronger effect. inhibition, % at 25 µM, or IC50 in µM where a hit was titrated. 320,000 compounds, 0.39% hits; in the data active = a potency from the dose series; inconclusive = inhibition mostly from about 82% at the one dose, without a potency; inactive = the rest, 99 in 100 with inhibition below about 76%;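 also: plate controls were DMSO cells for no effect and high antibiotic wells for full effect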
H37Rv inhibition: M. tuberculosis growth inhibition, HTS (AID 449762). inhibition, % at 25 µM, or IC50 in µM where a hit was titrated. 330,000 compounds, 0.59% hits. M. tuberculosis H37Rv growth inhibition, 7H9 media; higher % means a stronger effect; in the data active = a potency from the dose series; inconclusive = inhibition above about 70% without an active follow-up result;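 also: bacterial growth assessed after seven days of incubation; strong numbers were not always called active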
VEEV TC-83 Vero 10K pilot screen: second read-out of VEEV TC-83 Vero, no call of its own (marks repeat the call); inhibition, %; measured here: 10K pilot screen inhibition
* hit, by the source's call; i = inactive; ? = inconclusive; . = no result given. The order is random. Share with any hit: about 1.6%.

Preview, 14 compounds:
SMILES	Salmonella PhoP GFP	VEEV TC-83 Vero	influenza NS1A	tuberculosis growth	H37Rv inhibition	others
CCOc1ccccc1/C=N/n1c(C)nc2ccccc2c1=O	-10%	0.3%	-2%	-4%	0%
CCOc1ccccc1OCc1nn2c(COc3ccccc3)nnc2s1	-2%	0.2%	5%	42%	-1%
CCOC(=O)c1ccc(N2C(=O)c3n[nH]c(-c4ccco4)c3C2c2cccc([N+](=O)[O-])c2)cc1 (stereo not drawn)	-20%	7.7%	2%	24%	?
Cc1cc2nccc(-c3ccc(Cl)cc3Cl)n2n1	10%	i	-3%	14%	10%
COc1ccc(-c2nc(CS(=O)CC(=O)NC3CCCCC3)c(C)o2)cc1OC (stereo not drawn)	7%	2.9%	9%	-4%	0%
CC(O)C(=O)N/N=C/c1cccc(Cl)c1Cl (stereo not drawn)	-10%	5.3%	-4%	3%	-5%
Cc1cc(-c2[nH]nc3c2C(c2ccsc2)C(C#N)=C(N)O3)c(C)s1 (stereo not drawn)	4%	4.8%	-20%	15%	1%
COc1ccc(C(=O)Oc2cccnc2)cc1OC	5%	2.0%	7%	29%	4%
CCCCCC(=O)Nc1c(-c2cccs2)c(=O)c2ccccc2n1C	-4%	1.8%	3%	-19%	-6%
Nc1cc(C(=O)O)c(N)c2c1C(=O)c1ccccc1C2=O	6%	i	-5%	46%	13%
Cc1nc2c3cc(Cl)ccc3n(CCN3CCOCC3)c2s1	-13%	8.3%	-25%	5%	2%
CCCCn1c(NS(=O)(=O)c2ccccc2)c(S(=O)(=O)c2ccc(C)cc2)c2nc3ccccc3nc21	6µM*	7.5%	0%	59%	1%
O=C(NNC1=NCCC1)C1CC1	3%	0.9%	-3%	-1%	-3%
Cc1ccc(S(=O)(=O)/C(C#N)=C/c2c(N3CCC(C(N)=O)CC3)nc3ccccn3c2=O)cc1	6%	3.4%	-9%	15%	2%

The list itself, previewed entries included:
SMILES	Salmonella PhoP GFP	VEEV TC-83 Vero	influenza NS1A	tuberculosis growth	H37Rv inhibition	others
CCOc1ccccc1/C=N/n1c(C)nc2ccccc2c1=O	-10%	0.3%	-2%	-4%	0%
CCOc1ccccc1OCc1nn2c(COc3ccccc3)nnc2s1	-2%	0.2%	5%	42%	-1%
CCOC(=O)c1ccc(N2C(=O)c3n[nH]c(-c4ccco4)c3C2c2cccc([N+](=O)[O-])c2)cc1 (stereo not drawn)	-20%	7.7%	2%	24%	?
Cc1cc2nccc(-c3ccc(Cl)cc3Cl)n2n1	10%	i	-3%	14%	10%
COc1ccc(-c2nc(CS(=O)CC(=O)NC3CCCCC3)c(C)o2)cc1OC (stereo not drawn)	7%	2.9%	9%	-4%	0%
CC(O)C(=O)N/N=C/c1cccc(Cl)c1Cl (stereo not drawn)	-10%	5.3%	-4%	3%	-5%
Cc1cc(-c2[nH]nc3c2C(c2ccsc2)C(C#N)=C(N)O3)c(C)s1 (stereo not drawn)	4%	4.8%	-20%	15%	1%
COc1ccc(C(=O)Oc2cccnc2)cc1OC	5%	2.0%	7%	29%	4%
CCCCCC(=O)Nc1c(-c2cccs2)c(=O)c2ccccc2n1C	-4%	1.8%	3%	-19%	-6%
Nc1cc(C(=O)O)c(N)c2c1C(=O)c1ccccc1C2=O	6%	i	-5%	46%	13%
Cc1nc2c3cc(Cl)ccc3n(CCN3CCOCC3)c2s1	-13%	8.3%	-25%	5%	2%
CCCCn1c(NS(=O)(=O)c2ccccc2)c(S(=O)(=O)c2ccc(C)cc2)c2nc3ccccc3nc21	6µM*	7.5%	0%	59%	1%
O=C(NNC1=NCCC1)C1CC1	3%	0.9%	-3%	-1%	-3%
Cc1ccc(S(=O)(=O)/C(C#N)=C/c2c(N3CCC(C(N)=O)CC3)nc3ccccn3c2=O)cc1	6%	3.4%	-9%	15%	2%
Cc1cn2c(N)c(/C=C3\C=Nc4ccccc43)c(=O)nc2s1	-16%	13%	-22%	-1%	-6%
COc1ccc(C(=O)NCCc2c[nH]c3ccccc23)cc1S(=O)(=O)N1CCOCC1	8%	8.5%	9%	21%	-2%
O=C(N/N=C/c1ccccn1)c1ccccc1	13%	1.1%	-4%	i	2%	VEEV TC-83 Vero 10K pilot screen=1.9
COc1ccc(N2CCN(c3ncccc3C#N)CC2)cc1	13%	3.4%	5%	9%	5%
O=C(Nc1cccc(NC(=O)c2ccc(Cl)cc2Cl)c1)c1cccnc1	0%	2.3%	7%	12%	2%
O=C(COC(=O)Cc1cccc(C(F)(F)F)c1)Nc1ccccc1	-7%	1.1%	1%	11%	7%
Cc1[nH]oc(=O)c1N=Nc1ccccc1	1%	i	-7%	49%	-17%
O=C(O)c1ccc(-n2cccc2/C=C2/NC(=O)N(c3cccc(Cl)c3)C2=O)cc1	.	2.4%	0%	.	.
COc1ccc(S(=O)(=O)O)cc1P(=O)(c1ccccc1)c1ccccc1	1%	i	-22%	-7%	3%
FC(F)(F)c1cccc(NC(=S)NCc2ccccc2)c1	-8%	i	-3%	?	37%
O=C(c1ccccc1Br)N1N=C(c2ccccc2)CC1c1ccccc1F (stereo not drawn)	-2%	1.0%	-9%	12%	0%
COc1ccc(/C=C2/N=C(SC)NC2=O)cc1OC	11%	2.5%	0%	1%	3%
CSc1ccccc1-c1nnc(-c2ccc(Cl)cc2Cl)o1	18%	6.2%	0%	8%	3%
Cc1ccc(NC(=O)C(SCC(=O)O)c2ccccc2)cc1C (stereo not drawn)	-1%	7.3%	5%	-9%	-8%
Cc1nn2c(N3CCOCC3)cc(C(C)C)nc2c1-c1ccccc1	-9%	i	10%	-3%	-4%
CN(C)c1ccc(/C=N/N2CCN(Cc3ccccc3Cl)CC2)cc1	8%	0.6%	14%	2%	-5%
CCc1ccc(-c2cn3nc(-c4ccccc4)cnc3n2)cc1	-9%	0.5%	-14%	10%	2%
CC1CC(=O)N(Cc2ccccc2)c2ccccc2N1C=O (stereo not drawn)	-9%	i	1%	-5%	-4%
Cc1cc(C)c(OCC(=O)OCC(=O)N2CCN(C(=O)c3ccco3)CC2)c(C)c1	-7%	1.8%	-1%	-2%	-7%
CCOC(=O)N1CCN(Cc2nc3c(c(=O)n(C)c(=O)n3C)n2Cc2cccc3ccccc23)CC1	-4%	7.7%	12%	23%	-2%
Nc1nnc(SCC(=O)Nc2ccccc2)s1	-1%	12%	-2%	-3%	-1%
C[C@@H](NC(=O)c1[nH]cnc1C(=O)Nc1cccc(Cl)c1)c1ccccc1	.	0.4%	1%	?	57%
CCN(C[C@H]1N[C@@](Cc2ccccc2)(C(=O)OC)[C@H]2C(=O)N(C)C(=O)[C@@H]12)S(=O)(=O)c1ccc(C(F)(F)F)cc1	.	5.6%	4%	8%	-7%
CCCCC(=O)N/N=C(/C)C1=C(C)C(C)(C)OC1=O	-8%	0.2%	7%	-9%	-8%
Cc1ccc(NC(=O)C2=CC=CN3CCS(=O)(=O)N=C23)cc1	.	2.5%	-5%	-1%	-6%
CCc1c(C)nc2ncnn2c1N1CCCC(C(=O)Nc2cc(F)ccc2C)C1 (stereo not drawn)	2%	4.7%	-10%	21%	1%
O=C(Nc1cccc2cccnc12)c1ccc(Br)o1	-1%	1.5%	8%	40%	7%
COc1c(O)cccc1[C@H](O)C1CCN(CCc2ccc(F)cc2)CC1	-9%	0.2%	6%	2%	-9%	VEEV TC-83 Vero 10K pilot screen=0.2
CCOC(=O)N1CCN(C(=O)C2CCCN(S(=O)(=O)c3c(C)cc(C)cc3C)C2)CC1 (stereo not drawn)	-6%	4.0%	18%	8%	-8%
CCN1C(=O)[C@H]2[C@@H](c3ccc(C)cc3)N3C(=O)N(c4cccc(Br)c4)C(=O)[C@@]3(CC(C)C)[C@H]2C1=O	11%	4.0%	-11%	55%	0%
Clc1cccc(Cl)c1C[n+]1cccc2ccccc21	10%	i	-23%	-2%	6%
Cn1c(=O)c2c(ncn2CC(=O)OCC(=O)NC(c2ccccc2)c2ccccc2)n(C)c1=O	-5%	0.1%	-3%	-6%	0%
O=C(CC1C(=O)NCCN1Cc1ccccc1C(F)(F)F)NC1CCC1 (stereo not drawn)	6%	2.0%	-8%	1%	4%
COc1cc(OC)cc(-c2c(-c3cccs3)c3cc(-c4ccc(OC)c(OC)c4)ccc3n2C)c1	.	10%	3%	3%	0%
O=C(NCc1ccccc1Cl)C1CCC(=O)N(C2CC2)C1 (stereo not drawn)	7%	1.0%	-12%	19%	-10%
C/C(=N\Nc1nccnc1Cl)c1ccc(Br)cc1	-1%	1.5%	0%	22%	-1%
Continued:
SMILES	Salmonella PhoP GFP	VEEV TC-83 Vero	influenza NS1A	tuberculosis growth	H37Rv inhibition	others
CCOC(=O)Nc1sc2c(c1C#N)CCC(C)C2 (stereo not drawn)	-8%	3.3%	-4%	7%	0%
O=C(NC1CC1)C1CC(=O)N(c2cccc(Cl)c2Cl)C1 (stereo not drawn)	-3%	7.9%	-5%	-6%	0%
COc1cc(S(=O)(=O)NC2CCCCC2)ccc1Cl	6%	i	-6%	-13%	-15%
Cc1noc(C)c1COc1cccc(C(=O)OCCOc2ccc(F)cc2)c1	-1%	0.5%	7%	21%	2%
O=C(Nc1ccc(Cl)cn1)c1ccc(Br)c(S(=O)(=O)N2CCCCC2)c1	13%	0.1%	-7%	-9%	-3%
COc1cc2c(C(=O)NCCCN3CC(C)CC(C)C3)cn(CC(C)C)c(=O)c2cc1OC (stereo not drawn)	-9%	2.9%	-9%	-3%	4%
CCc1nnc(NC(=O)c2cnccn2)s1	14%	i	0%	.	-4%
Fc1cccc(Cl)c1CNCc1cccnc1	6%	i	-4%	-4%	-7%
CCn1c(C)nc2c(=O)oc3ccccc3c21	0%	i	0%	.	9%
CC(C)c1ccc(OCC(=O)N(Cc2ccccc2)c2ccccn2)cc1	4%	4.2%	-20%	42%	2%
Cc1noc(NS(=O)(=O)c2ccc(NC(=O)C(F)(F)C(F)(F)C(F)(F)F)cc2)c1C	5%	3.8%	.	60%	-1%
Cc1c(C(=O)NCc2cccnc2)oc2ccccc12	3%	i	-2%	-4%	-6%
CCN(CC)S(=O)(=O)c1cccc(N2CC(O)=C(c3ccccc3)C2=N)c1	-3%	1.8%	13%	5%	-6%
COc1ccc(CNC(=O)c2ccccc2SCC(=O)N2CCCC2)cc1OC	8%	6.1%	2%	-5%	-4%
COc1ccc(S(=O)(=O)NCc2cccnc2)cc1NC(=O)c1ccccc1C	.	0.6%	-8%	.	.
COc1ccc(NC(=O)c2nc(C)c(C3(C)CC(c4cccnc4)=NO3)s2)cc1 (stereo not drawn)	5%	1.4%	-3%	14%	24%
CCCC(=O)c1cc(F)c(N2CCOCC2)cc1C	1%	2.4%	-5%	8%	3%

Compound activity as filed in PubChem BioAssay.
